Compound activity: PubChem BioAssay, National Center for Advancing Translational Sciences (NCATS)
POLI inh: DNA polymerase iota (human) inhibition. 390,000 tested, 1% active. Potency, µM (top dose mostly 115 µM), for the others: top-dose activity, negative = inhibition, actives largely listed as inhibitors. Pol iota fluorescent replication assay, 10 min
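Fluorescent replication assay read twice, at 0 min and 10 min after adding 50 nM (final) substrate. Enzyme (10 nM) and compounds were first incubated 15 min at room temperature; enzyme-free buffer wells were negative controls.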
JMJD2A Tudor: JMJD2A Tudor domain (human) inhibition; 390,000 tested, 4.4% active; AID 504339; AlphaScreen JMJD2A-Tudor / H3K4me3 peptide binding; Potency, µM (series often up to 114 µM), without a hit: at the top dose activity change, negative = inhibition, most hits filed as inhibitors; O75164; also: % is scaled to controls: 0 for no effect and ±100 for the full control effect; nearly all actives have a fitted effect of over 50% in size
G9a block: G9a (human) methyltransferase inhibition; 350,000 tested, 8.8% active; Potency, µM (doses to about 102 µM), without a hit: at the top dose activity, negative = inhibition, most hits filed as inhibitors; Q96KQ7; G9a H3K9 monomethylation, AlphaScreen, 2 h; also: % is scaled to controls: 0 for no effect and ±100 for the full control effect; nearly all actives have a fitted effect of over 75% in size
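Quantitative HTS format: methyltransferase activity on a biotin-tagged H3K9 peptide is measured by AlphaScreen, using a rabbit anti-monomethyl-H3K9 antibody with streptavidin donor and anti-IgG acceptor beads. Final levels are 20 nM enzyme, 500 nM peptide, 20 uM SAM; 2 h RT.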
POLK inh: DNA polymerase kappa (human) inhibition. Q9UBT6. purified Pol kappa, fluorescent DNA synthesis assay, 10 min. Potency, µM (highest dose often 107 µM), for inactives: at the top dose activity, negative = inhibition, usual class: inhibitors. 400,000 tested, 0.53% active. AID 588579; also: % is scaled to controls: 0 for no effect and ±100 for the full control effect
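10 nM Pol kappa was preincubated with compounds for 15 min at room temperature. Reaction started with 50 nM (final) substrate. Fluorescence read kinetically at 0 and 10 min.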
BLM helicase inh: Bloom syndrome helicase (human) inhibition. Potency, µM (titrated, usually from 56.1 µM), without a hit: at the top dose activity change, negative = inhibition, most hits filed as inhibitors. 350,000 tested, 0.2% active. recombinant BLM DNA unwinding, fluorescence dequenching. P54132;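 also: plate controls were vehicle for no effect and no enzyme for full effect; nearly all actives have a fitted effect of over 35% in size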
Target sequence (P54132 whole entry, looked up): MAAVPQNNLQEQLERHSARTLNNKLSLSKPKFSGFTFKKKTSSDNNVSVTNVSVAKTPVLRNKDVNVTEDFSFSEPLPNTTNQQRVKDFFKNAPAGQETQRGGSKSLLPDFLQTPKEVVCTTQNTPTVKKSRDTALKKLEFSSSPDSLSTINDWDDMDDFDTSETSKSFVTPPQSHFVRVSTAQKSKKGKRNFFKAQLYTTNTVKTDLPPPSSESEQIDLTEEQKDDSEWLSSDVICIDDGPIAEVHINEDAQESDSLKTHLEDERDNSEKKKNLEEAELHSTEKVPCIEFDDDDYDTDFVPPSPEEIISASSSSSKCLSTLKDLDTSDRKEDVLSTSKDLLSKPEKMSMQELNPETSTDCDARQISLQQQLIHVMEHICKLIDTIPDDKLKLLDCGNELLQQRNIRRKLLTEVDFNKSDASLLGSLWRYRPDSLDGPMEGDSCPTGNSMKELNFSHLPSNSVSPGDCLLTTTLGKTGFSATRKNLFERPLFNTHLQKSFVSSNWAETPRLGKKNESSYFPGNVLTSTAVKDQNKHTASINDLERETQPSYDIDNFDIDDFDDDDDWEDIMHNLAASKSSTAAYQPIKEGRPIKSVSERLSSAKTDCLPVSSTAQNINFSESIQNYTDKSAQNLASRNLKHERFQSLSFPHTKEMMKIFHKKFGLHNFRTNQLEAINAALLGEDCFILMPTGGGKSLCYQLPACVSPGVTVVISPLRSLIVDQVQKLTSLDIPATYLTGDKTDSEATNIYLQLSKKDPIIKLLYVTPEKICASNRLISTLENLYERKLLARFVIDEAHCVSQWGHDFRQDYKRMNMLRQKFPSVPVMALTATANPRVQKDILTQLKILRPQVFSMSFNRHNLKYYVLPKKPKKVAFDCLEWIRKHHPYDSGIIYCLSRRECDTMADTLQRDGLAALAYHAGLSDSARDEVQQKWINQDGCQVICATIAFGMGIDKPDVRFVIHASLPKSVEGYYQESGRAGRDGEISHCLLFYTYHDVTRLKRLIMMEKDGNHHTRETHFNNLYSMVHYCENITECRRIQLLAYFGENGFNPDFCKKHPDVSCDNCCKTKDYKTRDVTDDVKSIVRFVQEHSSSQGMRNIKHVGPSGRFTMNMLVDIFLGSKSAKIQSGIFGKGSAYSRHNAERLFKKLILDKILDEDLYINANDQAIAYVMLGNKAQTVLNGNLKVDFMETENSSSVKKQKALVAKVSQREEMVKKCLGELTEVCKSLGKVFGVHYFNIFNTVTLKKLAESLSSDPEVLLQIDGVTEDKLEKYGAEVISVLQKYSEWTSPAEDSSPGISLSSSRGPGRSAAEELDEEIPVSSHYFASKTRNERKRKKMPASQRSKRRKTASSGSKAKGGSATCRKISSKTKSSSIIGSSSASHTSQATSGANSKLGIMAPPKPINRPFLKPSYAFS
Pol eta inh: inhibitors of human DNA polymerase eta. recombinant Pol eta, fluorescent DNA replication assay. Potency, µM (top dose mostly 114 µM), without a hit: top-dose activity change, negative = inhibition, usual class: inhibitors. 390,000 tested, 1.2% active; also: % is scaled to controls: 0 for no effect and ±100 for the full control effect
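Pol eta (10 nM) was preincubated with compounds for 15 min at room temperature, after which fluorescent replication substrate (50 nM final) was added to start the reaction. Fluorescence was read kinetically at 0 and 10 min.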
APE1 inh: blocks human APE1 abasic DNA cleavage | P27695 | recombinant APE1, TAMRA/BHQ-2 abasic DNA cleavage fluorescence | Potency, µM (doses to about 65.8 µM), without a hit: at the highest dose activity change, negative = inhibition, hits mostly inhibitors | 350,000 tested, 0.35% active | AID 2517;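 also: plate controls were vehicle for no effect and reference inhibitor for full effect; nearly all actives have a fitted effect of over 55% in size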
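Incision of a quenched TAMRA/BHQ-2 THF abasic-site duplex (50 nM) by 0.75 nM APE1, after 15 min compound preincubation, measured as fluorescence increase over three 60 s reads. Values normalized to buffer, DMSO and NSC13755 control wells.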
BAZ2B inh: blocks human BAZ2B | 360,000 tested, 4.4% active | AlphaScreen BAZ2B-H3K14Ac peptide displacement | Potency, µM (series often up to 114 µM), for the others: at the highest dose activity change, negative = inhibition, hits mostly inhibitors | AID 504333; also: % is scaled to controls: 0 for no effect and ±100 for the full control effect; nearly all actives have a fitted effect of over 60% in size
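Protein-peptide AlphaScreen: BAZ2B 50 nM, b-H3K14Ac 50 nM, 1x PBS pH 7.4 + 0.01% Tween-20. Preincubation 30 min RT; cpd 30 min RT (top 110 uM); beads 20 min RT, light-protected.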
POLB inh: DNA polymerase beta (human) inhibition; P06746; Potency, µM (top dose mostly 114 µM), for inactives: top-dose activity change, negative = inhibition, usual class: inhibitors; 340,000 tested, 1.3% active; Pol beta primer extension/strand displacement, fluorescence kinetic; also: % is scaled to controls: 0 for no effect and ±100 for the full control effect
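Human Pol beta at 10 nM; strand-displacement substrate 50 nM final. Compound exposure 15 min at room temperature before start, reaction 10 min at room temperature.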
The depositor's hits bear a star; ? = inconclusive; . = no result given; [ ] = another dose, or the depositor's remark. Calls follow the shape of the dose curve; as a rule, active = well fitted curve in the direction sought with a large enough effect; inconclusive = small, poorly fitted or top-dose-only effect, or another doubt; inactive = no such curve, though single readings can be large; an effect the other way counts as inactive or inconclusive. Potency is read from the fitted curve at half-maximal effect. Not all compounds are listed; the hit share may differ from the screen's.

SMILES	POLI inh	JMJD2A Tudor	G9a block	POLK inh	BLM helicase inh	Pol eta inh	APE1 inh	BAZ2B inh	POLB inh
CCN(Cc1cnn(C)c1)C(=O)C1CCC(=O)N(CCc2ccc(OC)cc2)C1 (stereo not given)	33%[activator]	-8%	0%	4%	1%	-15%	15%	-4%	-12%
Cc1cc(NC(=O)c2cc(-c3ccc(F)cc3)on2)nn1Cc1ccc(Cl)cc1	-3%	-9%	-25%[59 µM]	-10%	-4%	3%	.	2%	4%
O=C(O)C1CCCCC1C(=O)Nc1cccc2ccccc12 (stereo not given)	-46%	-14%	11µM*	-6%	3%	6%	15%	-5%	23%
O=[N+]([O-])c1ccc(S(=O)(=O)N2CCSC2c2ccco2)cc1 (stereo not given)	16%	?	8.9µM*	-28%	-13%	-25%	-1%	?	1%
CCN(CC)C(=O)[C@H]1CC(CC(=O)NCCc2ccccn2)C(=O)N2CCc3c([nH]c4ccc(OC)cc34)[C@]12C (stereo not given in full)	-13%	-8%	.	-4%	.	-1%	21%	.	.
CC(C)c1ccc(NC(=S)N2CCN(C)CC2)cc1	-2%	-1%	.	9%	3%	-7%	-14%	-12%	48%
CCC(c1nnnn1Cc1ccccc1)N(Cc1ccco1)Cc1cc2cc(OC)ccc2[nH]c1=O (stereo not given)	-8%	-28%	17%[2.33 µM]	-7%	-2%	-21%	-8%	-35%	-7%
O=c1oc2ccc(F)cc2cc1-c1nc(-c2cccs2)no1	?	-18%	-1%[59 µM]	4%	-4%	3%	.	-15%	20%
Cc1ccc(C(=O)NCC(=O)N2CCN(S(=O)(=O)c3cccs3)CC2)s1	119%[activator]	-5%	12%	3%	-4%	-18%	-2%	0%	-2%
CC(=O)ON1C(C)(C)CC(OC(=O)c2ccccc2)CC1(C)C	3%	-4%	1%[59 µM]	-6%	-1%	-2%	1%	-6%	1%
CN(NS(=O)(=O)c1ccc(F)cc1)c1ncc(C(F)(F)F)cc1Cl	30%[activator]	-8%	24%	-7%	-7%	0%	-3%	?	4%
Cc1ccccc1Cn1c2ccccc2c2cnn(CC(=O)NC(C)CCc3ccccc3)c(=O)c21 (stereo not given)	-11%	-6%	-18%[59 µM]	-5%	-1%	2%	.	-1%	27%
O=C(N/N=C(\c1ccccc1)c1cccnc1)C(O)(c1ccccc1)c1ccccc1	1%	-9%	-11%[0.0925 µM]	-7%	2%	-6%	-2%	-8%	33%
CCn1c(=O)c2sccc2n2c(CCCC(=O)Nc3ccc(Oc4ccccc4)cc3)nnc12	1%	6%	5%[59 µM]	5%	-1%	-18%	.	0%	0%
O=C(Nc1ccccc1)NC1CCCCCCC1	31%[activator]	9%	.	2%	.	-5%	.	.	.
COc1ccc(S(=O)(=O)c2nnn(-c3ccccc3Cl)c2N)cc1	8%	-7%	34%[59 µM]	-5%[60.1 µM]	-3%	-1%	1%	-7%	2%
COc1ccc(O)c(/C=N/NS(=O)(=O)c2ccc(C)cc2)c1	-8%	-10%	-12%	-14%	0%	-16%	-11%	-15%	33%[activator]
Cc1cc(C)c(OCCN(C)Cc2ccccc2)c(Br)c1	103%[activator]	0%	20%[59 µM]	-15%	-6%	-19%	6%	6%	13%
CCCCOC(=O)C(C#N)c1nc2ccccc2nc1N1CCOCC1 (stereo not given)	-3%	7%	-17%[12.7 µM]	-12%	-6%	-17%	2%	?	-1%
CN(C)c1ccc(/C=N/NC(=O)c2sccc2-n2cccc2)cc1	19%	-17%	28µM*	-5%	-7%	5%	-1%	-24%	17%
COc1ccc(S(=O)(=O)c2c(SC)nn(CC(=O)Nc3cccc(C)c3C)c2N)cc1	11%	-17%	-3%[59 µM]	-3%	-7%	-24%	.	-13%	-1%
O=c1[nH][nH]c(C(F)(F)F)c1C=Nc1cccc(Cl)c1	40%[activator]	-19%	?	3%	-4%	-8%	-3%	-4%	15%
CN(CC(=O)Nc1ccc(S(N)(=O)=O)cc1)Cc1ccccc1F	27%	-14%	-8%	0%	-3%	-1%	-5%	-12%	17%
CCOc1ccc(S(=O)(=O)N(C)CCO)cc1-c1nc2c(C(C)(C)C)nn(C)c2c(=O)[nH]1	31%[activator]	-7%	-10%	0%	-2%	-11%	2%	3%	5%

As entered above.
COc1ccc(S(=O)(=O)c2nnn(-c3ccccc3Cl)c2N)cc1 in JMJD2A Tudor → -7%
CCCCOC(=O)C(C#N)c1nc2ccccc2nc1N1CCOCC1 (stereo not given) in Pol eta inh → -17%
COc1ccc(S(=O)(=O)c2c(SC)nn(CC(=O)Nc3cccc(C)c3C)c2N)cc1 in JMJD2A Tudor → -17%

Following part:
SMILES	POLI inh	JMJD2A Tudor	G9a block	POLK inh	BLM helicase inh	Pol eta inh	APE1 inh	BAZ2B inh	POLB inh
COc1cccc(NC(=O)CSc2ccc(-c3ccco3)nn2)c1	?	-26%	-26%	-13%	-5%	-15%	24%	?	1%
COC(=O)[C@H](C)NC(=O)Nc1ccc(OC(F)(F)F)cc1	9%	-10%	12%	-1%	0%	4%	-3%	-1%	32%
Cc1cccc(NC(=O)c2ccc(S(=O)(=O)C(F)F)cc2)c1C	23%	-12%	3%[59 µM]	-4%	-2%	-2%	-10%	-23%	25%
O=C1[C@@H]2CSCN2C(=O)CN1Cc1c(F)cccc1Cl	10%	3%	2%	4%	-1%	-28%	18%	-1%	24%
CCOC(=O)CSc1nc2ccccc2c(=O)n1C1CCCC1	4%	77%[activator]	13%[59 µM]	-7%	-4%	-16%	-4%	38%	1%
CC1(C)NC(=O)N(CCCCOc2ccc3ccccc3c2Cl)C1=O	-3%	-7%	26%[59 µM]	-10%	-3%	-13%	-4%	7%	-4%
CCOC(=O)CC(NS(=O)(=O)c1ccc2[nH]c(=O)sc2c1)c1ccc(C)cc1 (stereo not given)	?	-21%	7%	0%	-4%	-9%	21%	4%	31%
COc1ccc2[nH]cc(CCNS(=O)(=O)c3ccc(C)cc3)c2c1	?	?	-22%	-8%	-1%	?	-4%	?	-9%
O=C(COC(=O)c1cc(=O)[nH]c2ccccc12)NCc1ccccc1Cl	13%	-8%	.	1%	.	-15%	-5%	.	.
Cc1nnc(N2C(=O)C(O)=C(C(=O)c3ccco3)C2c2cccc3ccccc23)s1 (stereo not given)	-10%	-24%	50µM*	-21%	-2%	-28%	2%	-26%	3%
COC(=O)CSC1=C(C#N)C(c2ccc(F)cc2)CC(=O)N1 (stereo not given)	-22%	-13%	?	-10%	1%	-2%	-4%	11%	19%
COc1ccc(CCn2c(=O)c3cccnc3n(CC(=O)Nc3cccc(C)c3)c2=O)cc1OC	-6%	-16%	8%[59 µM]	0%	-8%	-7%	.	2%	29%
CC(=O)Nc1ccc(C(O)(C(F)(F)F)C(F)(F)F)cc1	43%[activator]	-9%	-2%	2%	-4%	-16%	-5%	-29%	17%
O=C(NCCc1ccccc1)c1cnc2sc(N3CCCC3)nn2c1=O	6%	0%	14%[59 µM]	1%	0%	-9%	.	-20%	14%
CNc1ccc(Br)cc(C(=O)/C=C/c2ccc(OC)cc2OC)c1=O	11µM*	32µM*	7.9µM*	?	?	45µM*	-9%	32µM*	?
Cn1c(=O)c2c(ncn2CC(=O)N/N=C/c2ccco2)n(C)c1=O	7%	-10%	23%	-8%	1%	-9%	0%	-2%	-1%
S=C(NCc1ccccn1)Nc1ccc(Cl)c(Cl)c1	6%	-13%	.	-22%	-5%	-11%	-1%	-6%	-1%
Cc1cc(C)n(-c2nnc3c4ccccc4n(C)c3n2)n1	22%	79µM*	1%	7%	-9%	2%	-10%	11µM*	0%
Cc1ccc(NC(=O)C2=C(O)c3ccccc3N(C)S2(=O)=O)cc1	-7%	-29%	-7%[59 µM]	-19%	0%	9%	-2%	-5%	-13%
C[C@@H]1COC(=O)[C@@H](CC(=O)OC(C)(C)C)C/C=C\C[C@@H](CC(=O)N[C@@H](CO)Cc2ccccc2)C(=O)N1	11%	-23%	.	-16%	.	-10%	5%	.	.
CCOc1ccc(NC(=O)CN(C)C(=O)C2CC(=O)N(CCc3ccc(OC)c(OC)c3)C2)cc1OCC (stereo not given)	1%	-1%	.	-8%	.	-23%	.	.	.
CC1(C)CC(=O)c2c(O)cc(OCC(=O)NCCc3ccc(S(N)(=O)=O)cc3)cc2O1	-28%	-16%	14%[12.7 µM]	1%	-2%	-10%	50%[activator]	-23%	?
NS(=O)(=O)c1ccc(CCNC(=O)c2ccc(Cl)c(S(=O)(=O)N3CCCCCC3)c2)cc1	-3%	-16%	.	-5%	.	-19%	.	.	.
COc1ccc(NC(=S)N/N=C2\CC(C)(C)Oc3ccc(O)cc32)cc1	-5%	?	?	-3%[60.1 µM]	-5%	-15%	?	-32%	1%
CCCCn1c(=O)n(CC(=O)Nc2c(CC)cccc2CC)c(=O)c2c1nc(CO)n2CCC	-19%	9%	-12%	-19%	-5%	-2%	3%	12%	-12%
COc1ccc(C(=O)Nc2ccnn2C2CCN(Cc3ccncc3)CC2)cc1	11%	-6%	?	-8%	-4%	-8%	24%	-13%	22%
CN(CC(=O)NCc1ccc(Cl)cc1)S(=O)(=O)c1cccc2nsnc12	21%	-35%	0%[59 µM]	2%	-2%	-14%	9%	0%	8%
COc1ccccc1-c1ccc(SCC(=O)NC2CCCCC2)nn1	15%	4%	.	-15%	0%	-11%	-6%	-2%	46%
COc1ccc(CCNC(=O)CCCCn2c(=O)c3ccccc3n(CC(=O)Nc3ccc(C)cc3C)c2=O)cc1OC	9%	-20%	8%[59 µM]	9%	-16%	-8%	.	-1%	-14%
O=C(O)c1cccc2c1C(=O)c1cc([N+](=O)[O-])ccc1-2	-2%	-14%	.	-23%	.	-2%	.	.	.
C[C@@H](C(=O)OCn1nnc2ccccc2c1=O)N1C(=O)C2CCCCC2C1=O (stereo not given in full)	3%	-15%	-18%	-10%	-2%	-6%	-7%	-5%	5%
CCN(CC)C(=O)Nc1cnc2ccccc2c1	-6%	4%	-4%[59 µM]	-2%	-1%	3%	-1%	17%	?
Nc1ccc(-c2nc3ccc(N)cc3s2)cc1	53%[activator]	6%	4%[12.7 µM]	0%	-1%	-20%	-8%	-2%	-28%
CCOC(=O)N1CCN(C(=S)NC(=O)c2cccc(OC)c2)CC1	10%	-5%	.	-6%	.	-5%	17%	.	.
